# Screens as filed in PubChem.
# Hep lipid drop – hepatic lipid droplet formation modulation; 0.4% of 240,000 active; AML12 mouse hepatocytes, oleate lipid droplets, BODIPY imaging; inhibition, % at 6.5 µM;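 active means lipid droplet intensity inhibited by at least 50%, with more than 500 cells counted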
#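 Assay system: AML12 hepatocytes (mouse) / Also added: 100 µM oleic acid challenge / Times: overnight treatment with compound plus oleate / Detection: high-content imaging of BODIPY-stained droplets and DAPI nuclei / Evaluation: % inhibition of lipid droplet signal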
# Hep lipid drop cells 6.5 µM – further read-out of Hep lipid drop, marked with its call; cell count; measured here: cell count, cytotoxicity flag;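 cells counted across two imaged fields per well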
# The depositor's hits bear a star.
# Order of results – Hep lipid drop	Hep lipid drop cells 6.5 µM
1) CCOc1ccc(N(CC(=O)Nc2ccccc2C(=O)N2CCCC2)S(C)(=O)=O)cc1
  -17	784
2) CC1CCC(NS(=O)(=O)c2ccc3c(c2)CC(=O)N3)CC1 (stereo not given)
  0	662
3) CC(=O)NC(CC(=O)OC(C)C(=O)Nc1ncc(Cl)cc1Cl)c1ccccc1 (stereo not given)
  30	857
4) O=C(NCc1ccc(Cl)cc1)C1CCC(=O)N(C2CC2)C1 (stereo not given)
  -14	754
5) Cc1ccccc1C(=O)N1CCC(C(=O)NC(C)c2ccc(-n3ccnc3)cc2)CC1 (stereo not given)
  3	802
6) COc1ccc(CCn2c(=N)c(C(=O)NCC3CCCO3)cc3c(=O)n4cccc(C)c4nc32)cc1 (stereo not given)
  -27	634
7) COc1ccc(NC2CCCN(C(=O)CN3C(=O)c4ccccc4C3=O)C2)cc1OC (stereo not given)
  4	682
8) CCCN(CCC)Cc1c(C(=O)N/N=C/C(C)=C\c2ccccc2)nnn1-c1nonc1N
  -38	622
9) O=[N+]([O-])c1cc([N+](=O)[O-])c(Oc2c(F)cccc2F)cc1NN1CCCCC1
  -2	794
10) COC(=O)C1CCC(=S)N1C(=O)c1ccccc1 (stereo not given)
  1	792
11) O=C(CCCN1C(=O)/C(=C/c2cccc(Br)c2)SC1=S)N1CCOCC1
  -14	792
12) COc1ccc(-c2ccc(CCC(=O)O)n2-c2ccccc2OC)cc1
  1	863
13) O=C(Nc1ccccc1C(=O)N1CCN(Cc2ccccc2)CC1)c1ccc(F)cc1
  5	823
14) COc1ccc(/C=C/C(=O)NC(=S)N2CCOCC2)cc1
  -11	725
15) CCC(=O)Nc1ccc(S(=O)(=O)Nc2nccs2)cc1
  -2	871
16) Cc1cc(NC(=O)CCC(=O)N(CCC(C)C)C(C(=O)NCC2CCCO2)c2ccccc2C)no1 (stereo not given)
  -1	744
17) CCCOc1ccc(C(=O)N(Cc2cccs2)C2CCS(=O)(=O)C2)cc1 (stereo not given)
  8	719
18) O=C(Nc1cc([N+](=O)[O-])ccc1Cl)c1cccnc1
  -10	749
19) CC(=O)c1ccc(-n2c(CCC(=O)O)ccc2-c2ccc(C)cc2)cc1
  0	843
20) COc1ccc(-c2nc(CS(=O)CC(=O)N3CCOCC3)c(C)o2)cc1OC (stereo not given)
  0	729
21) CN1C(=O)/C(=C\c2ccc(OC(=O)c3ccco3)cc2)SC1=S
  -7	754
22) O=C(c1cc(S(=O)(=O)N2CCCCC2)ccc1Cl)N1CCOCC1
  -4	816
23) COc1ccc(OCC(=O)Nc2cc(OC)ccc2N2CCCCC2)cc1
  -5	771
24) Cc1ccc(S(=O)(=O)N2Cc3ccccc3CC2C(=O)NC(C)(C)C)cc1 (stereo not given)
  -1	803
25) O=C(Nc1ccc(F)cc1F)c1ccc2c(c1)[nH]c(=O)n2Cc1ccc(F)cc1
  -10	836
26) Cn1c(SCCN2CCOCC2)nc2sc3c(c2c1=O)CCCC3
  -9	848
27) COc1ccc(NC(=O)C2CCN(S(=O)(=O)c3cccc4nonc34)CC2)c(OC)c1
  7	843
28) Cc1ccc(S(=O)(=O)N2CCN(C(=O)c3ccc(N4CCCCC4)c([N+](=O)[O-])c3)CC2)cc1
  -1	806
29) Cc1ccccc1NC(=O)CSc1nc2c(c(=O)n(C)c(=O)n2C)n1C
  -1	708
30) Cc1cccc(NC(=O)c2ccc(S(=O)(=O)N3CCN(C)CC3)cc2)c1C
  0	875

# Exported as tab-separated lines: part of the list above.
entry	SMILES	Hep lipid drop	Hep lipid drop cells 6.5 µM
13	O=C(Nc1ccccc1C(=O)N1CCN(Cc2ccccc2)CC1)c1ccc(F)cc1	5	823
14	COc1ccc(/C=C/C(=O)NC(=S)N2CCOCC2)cc1	-11	725
15	CCC(=O)Nc1ccc(S(=O)(=O)Nc2nccs2)cc1	-2	871
16	Cc1cc(NC(=O)CCC(=O)N(CCC(C)C)C(C(=O)NCC2CCCO2)c2ccccc2C)no1 (stereo not given)	-1	744
17	CCCOc1ccc(C(=O)N(Cc2cccs2)C2CCS(=O)(=O)C2)cc1 (stereo not given)	8	719
18	O=C(Nc1cc([N+](=O)[O-])ccc1Cl)c1cccnc1	-10	749
19	CC(=O)c1ccc(-n2c(CCC(=O)O)ccc2-c2ccc(C)cc2)cc1	0	843

# Continuation:
# Order of results – Hep lipid drop	Hep lipid drop cells 6.5 µM
31) COCC(C)NC(=O)COCc1cc(-c2ccc3c(c2)OCO3)on1 (stereo not given)
  -1	718
32) CCC(=O)Nc1ccc2c(c1)N(C(C)=O)c1ccccc1CC2
  12	860
33) CCOC(=O)CN1C(=O)/C(=C/c2ccccc2Br)Oc2ccccc21
  3	769
34) O=C(NC(Cc1ccccc1)C(=O)O)NC12CC3CC(CC(C3)C1)C2 (stereo not given)
  -7	781
35) CC(=O)Nc1ccnn1C1CCN(C(=O)c2cccc(C)c2C)CC1
  -3	661
36) O=C(Nc1ccncc1)Nc1cccc(C(F)(F)F)c1
  3	786
37) CN1C(=O)/C(=C/c2cccc(Cl)c2)Sc2ccc(C(=O)N3CCOCC3)cc21
  -14	754
38) Cc1cc(S(=O)(=O)N2CCCCC2)ccc1OCC(=O)N1CCCC1
  -9	829
39) COCC(=O)N(Cc1cc2ccc(C)cc2[nH]c1=O)c1cccc(C)c1
  -2	825
40) S=c1[nH]nc(COc2ccc(Cl)cc2)n1-c1ccc(Cl)cc1
  9	791
41) Cc1cccc(C(=O)NC2CCN(C(=O)NCc3ccccc3)CC2)c1
  -11	752
42) Cc1cc(C)c(S(=O)(=O)N2CCOC2CNC(=O)C(=O)NCCN(C)C)c(C)c1 (stereo not given)
  -2	697
43) COc1cccc(C(=O)Nc2ccc(S(=O)(=O)N3CCCCC3)cc2)c1OC
  -24	634
44) O=C(C1=C(O)C(=O)N(CC2CCCO2)C1c1ccccc1)c1ccco1 (stereo not given)
  -4	837
45) COc1cccc(CNC(=O)c2nnn(CC(=O)Nc3cccc(C)c3)c2N)c1
  -19	738
46) COc1ccc(NC(=O)NNC(=O)C(C)Oc2ccc3ccccc3c2)cc1OC (stereo not given)
  -4	813
47) Cc1ccc(CCNC(=O)c2nc(CS(=O)(=O)c3ccc(Cl)cc3)no2)cc1
  9	718
48) C/C(=N\O)c1noc(C)c1C(=O)Nc1nccs1
  0	821
49) CC(Oc1cc2oc(=O)c3c(c2cc1Cl)CCCC3)C(=O)NCc1ccccn1 (stereo not given)
  -5	724
50) Cc1ccc(-c2csc(N3CCC[C@@H]3C(=O)NCCn3c(-c4ccncc4)nc4ccccc43)n2)cc1
  -6	733
51) C[C@H](NC(=O)C1CC(=O)N(c2ccc3c(c2)OCO3)C1)C(=O)NCc1ccco1 (stereo not given in full)
  3	674
52) Cc1cccc(N(C(=O)c2snc(C(N)=O)c2N)C(C(=O)NCC2CCCO2)c2ccc(N(C)C)cc2)c1C (stereo not given)
  6	746
53) COC(=O)c1ccc(NC(=S)N2CCN(CCO)CC2)cc1
  0	883
54) COc1ccc(Br)cc1CN1CCN(C(=O)c2cccc(F)c2)CC1
  2	856
55) COc1cc(CO)c(OC)c([N+](=O)[O-])c1
  1	811
56) O=C(C1CCCN1S(=O)(=O)c1cccc2nsnc12)N1CCN(c2ccccc2)CC1 (stereo not given)
  -4	727
57) COc1ccc(C(=O)NC2CCSc3ccccc32)cc1 (stereo not given)
  3	878
58) CC(C)CNC(=S)N(CCCN(C)C)Cc1cc2cc3c(cc2[nH]c1=O)OCCO3
  -1	786
59) COc1ccc(-c2cc3c(=O)n(CC(=O)Nc4ccc(C(C)=O)cc4)ncn3n2)cc1
  7	653
60) Cc1ccc(C)c(NC(=O)c2ccc3nccnc3c2)c1
  -1	784
61) CCOc1ccc(S(=O)(=O)NC2CC2)cc1
  -3	816
62) CCn1c(CC(=O)Nc2ccc(F)cc2)nnc1SCC(=O)NC1=NCCS1
  -2	788
63) COc1ccc2c(C)c(CC(=O)N3CCN(C(=O)C4COc5ccccc5O4)CC3)c(=O)oc2c1 (stereo not given)
  -6	685
64) Cc1cc([N+](=O)[O-])ccc1NC(=O)c1csc(C)c1C
  -5	788
65) O=C(N1CCN(Cc2ccc3c(c2)OCO3)CC1)C(Cl)(Cl)Cl
  7	866
66) CCS(=O)(=O)N1CCN=C1SCc1ccccc1
  -3	671
67) Cc1cccc(NC(=O)c2cc(S(=O)(=O)N3CCOCC3)cn2C)c1C
  10	722
68) CCN(CC)c1nc(N2CCN(C)CC2)nc2ccccc12
  13	825
69) CC(C)(C)C(=O)N1CCN(C(=O)c2ccco2)CC1
  -23	695
70) CCS(=O)(=O)c1nc(S(=O)(=O)c2ccc(C)cc2)c(NCCCn2ccnc2)s1
  -6	694
71) CC(=O)Nc1sc(C)c(C)c1C(=O)OCCOc1ccccc1
  17	809
72) Cc1cccc(OCc2nnc(SCC(=O)N3CCCCC3)o2)c1
  -2	808
73) O=C(NCC1CCCC(CNC(=O)Nc2ccc(Cl)cn2)C1)Nc1ccc(Cl)cn1 (stereo not given)
  -4	715
74) Cc1c(C(=O)Nc2ccccc2F)sc2ncn(CC(=O)N3CCOCC3)c(=O)c12
  -6	701
75) Cn1cc(C(=O)NS(=O)(=O)Nc2ccc(Br)cc2)c2ccccc21
  8	729
76) COC(=O)c1ccc(Nc2nc(N3CCOCC3)nc(N3CCOCC3)n2)cc1
  -7	664
77) COc1cc(C(=O)NCC(=O)N/N=C(\C)Cc2ccccc2)cc(OC)c1OC
  -26	794
78) O=C(CCC1CCN(C(=O)c2ccccc2Cl)CC1)NCc1ccc(F)cc1
  -1	762
79) O=C(Nc1sc2c(c1C(=O)O)CCC2)c1cccc(Cl)c1
  0	850
80) S=C(Nc1ccc(CN2CCCCC2)cc1)Nc1cccc(Cl)c1Cl
  1	848
81) CC1(C)CCC(=O)N2CC[C@H]3C[C@H](OC(=O)Nc4ccc(Br)cc4)C[C@@H]1[C@H]32
  5	848
82) CNC(=O)/C=C/c1cc(C(=O)c2ccc(Cl)cc2Cl)cn1C
  -44	838
83) Cc1ccccc1NCc1ccc([N+](=O)[O-])s1
  8	808
84) CCOc1ccc(/C=C/c2[nH]c(=O)[nH]c(=O)c2[N+](=O)[O-])cc1
  0	802
85) CCOC(=O)[C@@H]1[C@H]2COc3ccccc3[C@@H]2N2C(=O)N(c3cccc(C)c3)C(=O)[C@]12C
  -1	744
86) O=C(CN1CCN(S(=O)(=O)c2ccccc2)CC1)Nc1ccccc1Cl
  -17	811
87) O=C(Nc1sc2c(c1C(=O)NCCO)CCCC2)c1ccco1
  -22	807
88) Cc1cccc(NC(=O)c2ccc3c(c2)C(=O)N(Cc2cccnc2)C3=O)c1C
  6	829
89) COc1ccccc1NC(=O)c1cc2c(CO)cnc(C)c2oc1=Nc1ccccc1
  10	799
90) O=C(OCC(=O)N1CCCC1)c1ccc(O)cc1
  -40	686

# Record cards, as listed above. Screens in order: Hep lipid drop, Hep lipid drop cells 6.5 µM
# CCOC(=O)[C@@H]1[C@H]2COc3ccccc3[C@@H]2N2C(=O)N(c3cccc(C)c3)C(=O)[C@]12C across the screens: -1, 744
# COc1ccc(C(=O)NC2CCSc3ccccc32)cc1 (stereo not given) across the screens: 3, 878
# Cc1cc([N+](=O)[O-])ccc1NC(=O)c1csc(C)c1C across the screens: -5, 788

# Entries by screen from the list.
# Hep lipid drop, compounds 82 to 86: -44, 8, 0, -1, -17
# Hep lipid drop cells 6.5 µM, compounds 82 to 86: 838, 808, 802, 744, 811

# More results:
# Order of results – Hep lipid drop	Hep lipid drop cells 6.5 µM
91) O=C(NN1CC(C(=O)OCc2ccccc2F)CC1=O)c1ccccc1 (stereo not given)
  -8	691
92) COc1cccc(CNS(=O)(=O)c2c(C)nc3scc(C)n3c2=O)c1
  -4	764
93) Cc1ccccc1NC(=O)CCN1CCN(CCO)CC1
  1	868
94) Cc1nc(Cl)c(C(=O)NCCc2ccccc2)c(C)c1[N+](=O)[O-]
  6	811
95) Cc1ccc2[nH]c3c(=O)n(CC(=O)NCCc4ccc(Cl)cc4)ncc3c2c1
  25	698
96) COC(=O)CCNC(=O)c1ccc2nc(Cc3ccc(OC)c(OC)c3)oc2c1
  -3	791
97) CC1CN(C(=S)NC(=O)c2ccc(Cl)cc2)CC(C)O1 (stereo not given)
  -3	659
98) COc1ccc(NC(=O)CCC(=O)Nc2nnc(CC(C)C)s2)cc1Cl
  3	647
99) CCCCN(CC)C(=O)c1cc2cc3ccc(Cl)cc3nc2o1
  -2	864
100) CN(C(=O)C1CCC(=O)N(CCc2ccc(Cl)cc2)C1)C1CCOCC1 (stereo not given)
  6	743
101) Cc1ccc(-c2cnn(-c3ccccc3)c2N)cc1
  -3	819
102) CC1Cc2cc(S(=O)(=O)N3CCN(C)CC3)ccc2N1C(=O)C1CC1 (stereo not given)
  2	735
103) Cc1cc2oc(=O)cc(CN(C)Cc3ccccc3F)c2cc1Cl
  -13	806
104) COc1cccc(NC(=O)NC(=O)c2c(C)cc(Cl)nc2Cl)c1
  -29	784
105) COc1ccc(N2CCN(C(=O)c3cccc(N4C(=O)C5C6C=CC(C6)C5C4=O)c3)CC2)cc1 (stereo not given)
  -9	555
106) CCCOC1CCCN(C(=O)c2cc(COc3c(F)cccc3F)on2)C1 (stereo not given)
  8	763
107) Cc1nnc(SCCC(=O)Nc2ccccc2Cl)o1
  1	822
108) O=C1CC(=O)Nc2cc(S(=O)(=O)Nc3ccc(Cl)c(C(F)(F)F)c3)ccc2N1
  -19	686
109) O=S(=O)(c1ccccc1)N1CCN(Cc2ccccc2)CC1
  -1	784
110) Cc1ccccc1C(=O)N(CC(=O)Nc1sc(C)c(C)c1C(N)=O)C1CCCC1
  -6	819
111) CCc1ccc(NC(=O)CSc2nnc(C3CC3)n2CC2CCCO2)cc1 (stereo not given)
  23	796
112) COc1ccc(/C=C2\SC(=S)N(CCC(=O)N3CCCCC3CCO)C2=O)cc1 (stereo not given)
  -9	787
113) Nc1ccc2nc(CCCCc3nc4ccccc4[nH]3)[nH]c2c1
  2	820
114) COc1cc(Br)cc(/C=C/c2ccc3cccc(O)c3n2)c1OC
  -8	833
115) CCOC(=O)N1CCC(NC(=O)CS(=O)(=O)Cc2nc(-c3ccccc3Cl)oc2C)CC1
  -2	708
116) Cc1ccc(OCC(=O)N(Cc2ccco2)C2CCS(=O)(=O)C2)cc1C (stereo not given)
  -1	740

# Only part of the results is shown; count on the stated rates, not on these rows.
